# Source: PubChem (several laboratories)
# CHRM4 agonist: agonists of human muscarinic M4 receptor (CHRM4). AID 624127. CHO-K1 hM4/Gqi5, Fluo-8 calcium fluorescence; vehicle 0%, full acetylcholine response 100%. activation, % at 3 µM. actives 0.14% (n = 360,000). P08173;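 active = activation above the run mean over all test wells plus 3 SD, cut at about 32% in these data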;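 note: peak over basal fluorescence ratio per well then scaled between controls; 0% = DMSO wells and 100% = acetylcholine at EC100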
# Target sequence (P08173 whole entry, looked up): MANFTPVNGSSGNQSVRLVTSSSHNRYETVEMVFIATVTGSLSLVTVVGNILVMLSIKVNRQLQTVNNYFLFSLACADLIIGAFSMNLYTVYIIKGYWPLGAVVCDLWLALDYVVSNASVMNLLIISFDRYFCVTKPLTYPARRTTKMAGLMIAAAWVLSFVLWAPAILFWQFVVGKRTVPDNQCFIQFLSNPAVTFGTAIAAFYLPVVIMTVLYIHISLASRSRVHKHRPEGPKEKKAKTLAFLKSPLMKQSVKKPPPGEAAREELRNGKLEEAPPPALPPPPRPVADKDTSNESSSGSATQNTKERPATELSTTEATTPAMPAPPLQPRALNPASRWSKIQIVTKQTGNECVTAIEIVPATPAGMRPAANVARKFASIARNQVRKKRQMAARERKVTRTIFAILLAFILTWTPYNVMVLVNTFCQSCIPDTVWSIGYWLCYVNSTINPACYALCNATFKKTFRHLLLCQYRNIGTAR
# CHRM5 agonist: agonists of human muscarinic M5 receptor (CHRM5) | P08912 | CHO-K1 hM5 cells, Fluo-8 calcium fluorescence; 0% DMSO wells, 100% maximal acetylcholine response | activation, % at 3 µM | actives 0.19% (n = 360,000);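 active = activation above the run's mean over test compounds plus 3 SD, cut at about 23% in these data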;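 note: signal is peak over basal fluorescence ratio across the kinetic read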
# CRFBP-R2 agonist: CRF-BP/CRF-R2 complex agonism; HEK293 CRF-R2/CRF-BP, calcium dye fluorescence (FLIPR); percent of saturating CRF peptide response; activation, % at 13.2 µM; actives 0.46% (n = 350,000); AID 588473;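 active = activation of at least 50%, plus an integration ratio under a set limit after plate pattern correction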;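 note: plate controls were neutral control wells without compound for no effect and CRF at EC100 for full effect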
# M1 PAM: human CHRM1 positive allosteric modulation | P11229 | CHO-K1 hM1, Fluo-8 calcium fluorescence, ACh EC20; 0% = ACh EC20, 100% = maximal ACh | activation, % at 3 µM | actives 0.088% (n = 360,000); in the data active = activation above about 19%, passing the limit was not always enough
# Target sequence (P11229 whole entry, looked up): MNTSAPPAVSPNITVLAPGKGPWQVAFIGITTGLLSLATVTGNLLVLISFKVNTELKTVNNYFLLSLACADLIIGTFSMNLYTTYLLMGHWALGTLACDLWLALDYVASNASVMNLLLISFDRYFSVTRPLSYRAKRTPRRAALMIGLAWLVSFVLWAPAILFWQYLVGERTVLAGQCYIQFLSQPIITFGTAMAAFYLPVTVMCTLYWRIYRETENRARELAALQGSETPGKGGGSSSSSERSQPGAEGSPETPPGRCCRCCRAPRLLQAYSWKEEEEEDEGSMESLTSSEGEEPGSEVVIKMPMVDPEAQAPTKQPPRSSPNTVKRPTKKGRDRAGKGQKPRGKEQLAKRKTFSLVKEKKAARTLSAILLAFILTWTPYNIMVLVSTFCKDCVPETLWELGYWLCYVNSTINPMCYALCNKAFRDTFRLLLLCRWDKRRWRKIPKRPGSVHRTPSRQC
# M5 PAM: CHRM5 positive allosteric modulation | P08912 | CHO-K1 hM5, Fluo-8 calcium, ACh EC20 PAM; 0% = ACh EC20, 100% = ACh EC100 | activation, % at 3 µM | actives 0.3% (n = 360,000) | AID 624038;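 active = activation above the run cutoff, the mean activation of all test compounds plus 3 SD, cut at about 18% in these data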
#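 System: CHO-K1 hM5 cells. Reagent: acetylcholine, EC20 level. Compound dosing: single dose, 3 µM nominal final test concentration. Timing: Post-acetylcholine fluorescence recording 140 s. Detection: Fluo-8 calcium fluorescence. Read-out: % activation, ACh-normalized. Benchmarks: ACh EC20 and EC100 wells. Repeats: singlicate, one well per test compound.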
# M4 PAM: positive allosteric modulators of human muscarinic M4 receptor; P08173; CHO-K1 hM4/Gqi5, Fluo-8 calcium fluorescence, ACh EC20; 0% = ACh EC20, 100% = maximal ACh; activation, % at 3 µM; actives 0.4% (n = 360,000); AID 624126;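 active = activation above its plate's cutoff, the mean activation of sample wells plus 3 SD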; note: some results filed as inactive read as strong as hits
# M5 antag: antagonists of human muscarinic M5 receptor (CHRM5); actives 0.59% (n = 360,000); P08912; AID 624040; CHO-hM5 cells, Fluo-8 calcium fluorescence, ACh EC80; inhibition, % at 3 µM;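 active = inhibition above a per-plate cutoff, the mean of that plate's test compounds plus 3 SD, cut at about 27% in these data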;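 note: 0% = acetylcholine EC80 with DMSO and 100% = DMSO without agonist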
# M4 antag: CHRM4 antagonism in calcium assay; CHO-hM4 cells, ACh EC80, Fluo-8 calcium fluorescence; actives 0.73% (n = 360,000); inhibition, % at 3 µM; AID 624125;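 active = inhibition above its plate's cutoff, the mean inhibition of sample wells plus 3 SD, cut at about 27% in these data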;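 note: 0% = acetylcholine EC80 with DMSO and 100% = DMSO without agonist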
# CRFR2-BP antag: CRF-BP/CRF-R2 complex antagonism; actives 0.59% (n = 350,000); AID 588475; HEK293 CRF-R2/CRF-BP, CRF-induced calcium fluorescence; inhibition, % at 11.8 µM;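 active = inhibition of the ligand-induced calcium signal above about 50% at the single tested concentration, limit read from the data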
# The depositor's hits bear a star; · = no result given.
SMILES,CHRM4 agonist,CHRM5 agonist,CRFBP-R2 agonist,M1 PAM,M5 PAM,M4 PAM,M5 antag,M4 antag,CRFR2-BP antag
COc1ccc(CN2CCN(S(=O)(=O)c3ccccc3)CC2)c(OC)c1,0.3,-4.5,-1.0,1.0,-5.1,-12.8,1.1,10.9,1.2
O=C(c1[nH]ncc1-c1ccccc1)C1CO1 (configuration not stated),0.7,-1.0,1.1,9.2,0.7,-10.6,10.2,1.9,3.4
CC(C)(C)NC(=O)COc1ccccc1C#N,1.5,0.7,2.6,5.0,7.5,2.1,2.5,3.5,-20.1
CC1(C(=O)NS(=O)(=O)c2ccc(Cl)cc2)CCN1C(=O)C1CCCCC1 (configuration not stated),0.3,-0.5,·,3.6,3.4,-2.2,-1.3,-7.7,·
COc1cc(/C=C/C(=O)OCC(=O)NCC(=O)Nc2cccc(C)c2C)ccc1OC(F)F,0.9,2.5,0.6,5.4,2.5,6.0,10.2,8.2,0.6
CCc1cc(=O)oc2cc(C)cc(OCC(=O)NCC3CCC(C(=O)O)CC3)c12 (configuration not stated),0.1,3.3,9.9,4.8,6.2,8.7,-3.0,-0.3,-4.8
CCOn1c(=O)c[n+]([O-])c2ccccc21,2.1,4.6,0.0,-3.8,3.3,-6.0,6.0,9.4,1.5
O=C(c1ccccc1)N(Cc1cccnc1)C1(C(=O)Nc2ccccc2)CCCCC1,0.2,0.8,1.0,6.0,-3.2,2.1,5.7,1.0,-12.9
COc1ccc(OC)c(S(=O)(=O)N2CCC(C(=O)N3CCCC3)CC2)c1,1.2,-2.9,0.5,7.1,4.0,-1.3,-6.6,-9.2,0.6
CCC1(CC)C(=O)NC(=O)NC1=Nc1ccccc1,0.8,0.3,-0.4,-0.8,5.5,6.0,-3.5,6.3,-6.0
CCN(CC)CC(=O)Nc1c(Br)ccc2c1OCO2,0.0,-4.2,-0.3,3.6,2.9,-3.5,-1.4,-7.5,28.9
CCOC(=O)Cc1nnc(NC(=O)COc2ccc(C)cc2)s1,3.2,7.8,10.7,5.6,-7.4,4.6,-7.7,0.5,-34.0
Cc1ccc(NC(=O)c2ccc(OC(=O)c3cc4ccccc4o3)cc2)cc1,0.8,-6.3,-0.1,5.6,-3.0,-0.1,1.2,-2.9,-6.9
COCCOc1ccc(C(F)(F)F)cc1NC(=O)Cc1ccc(S(=O)(=O)N2CCOCC2)s1,6.6,3.4,2.7,5.3,-1.1,-3.1,3.7,-9.2,-3.6
N#CC1(NC(=O)COc2ccc(S(=O)(=O)N3CCCC3)cc2[N+](=O)[O-])CCCCC1,2.3,-3.9,-0.1,11.7,5.8,-3.3,-4.6,-0.9,9.4
O=C(CSc1nnc(-c2ccc(Cl)cc2Cl)n1C1CCCCC1)NC1CCS(=O)(=O)C1 (configuration not stated),-0.9,-2.5,-1.4,12.5,-0.9,-2.8,1.9,6.4,-8.8
O=C(/C=C/[C@H]1O[C@@H](n2cnc3c(NC(=O)c4ccccc4)ncnc32)[C@H](O)[C@@H]1O)NC1CCCCC1,-0.3,3.2,·,-0.8,4.5,0.0,1.6,-1.3,·
O=S1(=O)c2c(Oc3cccc4ccccc34)cccc2OC(COCc2ccccc2)CN1C1CCCC1 (configuration not stated),-0.6,2.6,4.3,-8.7,-5.7,-3.0,12.6,4.7,-0.1
CCCC(=O)N1CCC1(C)C(=O)NS(=O)(=O)c1cccs1 (configuration not stated),2.6,-0.9,·,14.1,0.3,8.8,-4.9,-12.9,·
CCN(CC)S(=O)(=O)c1cccc(C(=O)OCc2cc(=O)n3nc(C)sc3n2)c1,0.8,1.7,6.1,12.1,3.3,5.9,-15.0,-2.2,-13.8
O=C(Nc1ccccc1F)c1ccc(S(=O)(=O)NCC2CCCO2)cc1 (configuration not stated),5.1,6.3,2.0,-5.9,-7.1,-5.9,1.1,4.5,12.3
Cc1cccc(NC(=O)CCC(=O)NCCO)c1,1.2,-1.4,0.5,10.5,1.1,4.9,0.3,-6.7,-8.0
COc1cc(C(N)=O)cc(Br)c1OCc1ccccc1,-0.8,-2.0,1.1,2.1,2.7,-10.5,5.4,2.9,-0.1
COc1ccc2[nH]c(=O)c(CN(c3ccccc3OC)S(=O)(=O)c3ccccc3)cc2c1,21.3,3.6,0.5,-4.2,-7.5,-7.0,4.2,-18.2,-12.6
CN(C)c1ccc(/C=N/NC(N)=S)cc1[N+](=O)[O-],2.7,-2.2,-0.7,10.3,-5.0,-4.2,2.3,1.7,-2.6
# Next part:
SMILES,CHRM4 agonist,CHRM5 agonist,CRFBP-R2 agonist,M1 PAM,M5 PAM,M4 PAM,M5 antag,M4 antag,CRFR2-BP antag
O=[N+]([O-])c1ccc(S(=O)(=O)N2CCN=C2SCc2ccc(F)cc2)cc1,1.2,-1.3,0.9,5.8,0.5,-2.2,-1.0,1.5,-4.3
COc1ccccc1CNc1nc(SC)ncc1CO,1.7,-1.1,-1.7,10.3,1.7,5.7,-9.9,-11.8,2.7
CCOc1ccc2nc(NC(=O)CN3CCC(n4nnc5cc(F)ccc54)CC3)sc2c1,9.8,0.3,1.8,3.2,-12.5,-14.5,4.6,2.4,-39.8
O=C(Nc1ccc(F)cc1)N[C@@H]1CC[C@@H](CCn2cc(-c3ccc(F)cc3)nn2)O[C@@H]1CO,3.1,-0.9,·,·,-5.6,-3.2,-2.4,-15.8,·
CCC(NC(=O)CCc1c(C)c2cc3c4c(oc3cc2oc1=O)CCCC4)C(=O)O (configuration not stated),19.8,-0.6,-2.0,3.9,-7.0,-5.8,13.5,8.1,-13.0
CC(C)OC(=O)CSc1nc2ncc(Cl)cc2[nH]1,-0.3,-0.2,1.5,0.5,0.2,0.9,-1.5,7.5,-17.9
Cc1cc2c(Nc3cccc(O)c3)ncnc2s1,1.2,-12.9,-0.4,0.0,-1.0,1.9,3.2,-4.8,0.3
COc1ccc(C2CC(C(F)(F)F)n3ncc(C(=O)Nc4c(C)n(C)n(-c5ccccc5)c4=O)c3N2)cc1 (configuration not stated),-0.2,0.1,-1.8,-9.2,-1.2,-8.0,1.1,6.3,10.5
O=C(O)/C(=C\c1ccc(Cl)c([N+](=O)[O-])c1)c1ccc(S(=O)(=O)N2CCCC2)s1,0.4,0.4,0.7,2.1,2.8,3.9,0.6,3.9,-13.4
O=C1CN(C(=O)c2ccc(F)cc2)c2ccccc2N1,1.3,-1.0,-0.4,4.4,1.1,2.6,-4.6,-6.8,-3.0
CC(C)(C)[C@H]1C=C(C(=O)N2CCN(Cc3ccc4c(c3)OCO4)CC2)O[C@@H](OCCCCO)C1,1.3,5.0,-0.4,6.4,20.1*,3.9,-24.0,-2.2,1.7
O=[N+]([O-])c1ccc(O)c(C=NNc2ccc(S(=O)(=O)O)cc2)c1,0.0,5.1,-5.3,9.3,7.8,8.2,3.3,0.3,10.7
COc1ccccc1-c1nnc(SCC(=O)Nc2oc(C)c3c(C)n[nH]c(=O)c23)n1C,-0.2,-4.8,1.6,4.1,-0.1,13.3,4.0,-14.8,1.1
CCN(CC)C(=O)CSC(Nc1cccc(F)c1)=C(C#N)C#N,4.2,10.8,10.3,-1.7,-15.3,-6.3,19.3,-0.8,-31.4
CS(=O)(=O)c1ccc2nc(NC(=O)CCNC(=O)c3ccc(Cl)cc3)sc2c1,0.8,-3.0,-1.4,3.1,2.5,-0.3,6.1,-5.9,-21.3
Cc1coc2cc3oc(=O)c(CCC(=O)N[C@@H](CCCNC(N)=O)C(=O)O)c(C)c3cc12,1.0,-2.2,1.5,8.9,-0.8,2.4,15.3,-1.4,-9.1
COc1ccccc1NC(=O)CC(=O)c1ccccc1,-1.0,-6.2,-0.1,11.4,-6.1,-1.6,6.0,7.7,11.0
CCC1CCc2sc(C(=O)NCC(c3ccc(OC)cc3)N3CCCC3)cc2C1 (configuration not stated),2.5,-9.9,-0.8,-13.8,-19.5,-0.4,3.9,-1.7,-11.9
O=C(NCCN1CCCCCC1)c1ccc(CS(=O)(=O)c2ccc(Br)cc2)o1,3.0,-4.2,0.2,-28.4,-3.4,-14.5,-1.8,13.5,-1.4
O=C1CCC([N+](=O)[O-])C(c2ccc(Br)cc2)N1 (configuration not stated),0.5,0.7,0.2,5.8,-1.4,4.8,10.8,3.2,-8.0
CC(C)c1ccccc1OCCNC(=O)c1cccnc1,5.4,3.5,-1.4,-2.0,-8.4,-0.9,9.1,-2.2,-8.8

# Seven compounds already listed, ordered by count of non-hydrogen atoms, high to low:
SMILES,CHRM4 agonist,CHRM5 agonist,CRFBP-R2 agonist,M1 PAM,M5 PAM,M4 PAM,M5 antag,M4 antag,CRFR2-BP antag
O=S1(=O)c2c(Oc3cccc4ccccc34)cccc2OC(COCc2ccccc2)CN1C1CCCC1 (configuration not stated),-0.6,2.6,4.3,-8.7,-5.7,-3.0,12.6,4.7,-0.1
O=C(/C=C/[C@H]1O[C@@H](n2cnc3c(NC(=O)c4ccccc4)ncnc32)[C@H](O)[C@@H]1O)NC1CCCCC1,-0.3,3.2,·,-0.8,4.5,0.0,1.6,-1.3,·
CC(C)(C)[C@H]1C=C(C(=O)N2CCN(Cc3ccc4c(c3)OCO4)CC2)O[C@@H](OCCCCO)C1,1.3,5.0,-0.4,6.4,20.1*,3.9,-24.0,-2.2,1.7
Cc1coc2cc3oc(=O)c(CCC(=O)N[C@@H](CCCNC(N)=O)C(=O)O)c(C)c3cc12,1.0,-2.2,1.5,8.9,-0.8,2.4,15.3,-1.4,-9.1
CS(=O)(=O)c1ccc2nc(NC(=O)CCNC(=O)c3ccc(Cl)cc3)sc2c1,0.8,-3.0,-1.4,3.1,2.5,-0.3,6.1,-5.9,-21.3
COc1ccc(OC)c(S(=O)(=O)N2CCC(C(=O)N3CCCC3)CC2)c1,1.2,-2.9,0.5,7.1,4.0,-1.3,-6.6,-9.2,0.6
CC(C)c1ccccc1OCCNC(=O)c1cccnc1,5.4,3.5,-1.4,-2.0,-8.4,-0.9,9.1,-2.2,-8.8

# Hits appear at their usual frequency. About 2.6% of those tested had a hit in this group.
